Compound activity deposited in PubChem by The Scripps Research Institute Molecular Screening Center.
PME-1 inh: PME-1 inhibitors via competitive probe labeling, primary screen, biochemical, fluorescence polarization, FP-Rh probe, HTS. Protein phosphatase methylesterase 1 (Homo sapiens), Q9Y570. recombinant PME-1. 320,000 compounds, 0.53% hits. AID 2130, 2009. inhibition, % at 5.9 µM;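 active = inhibition above the campaign mean of all compounds plus 3 SD, cut at about 26% in these data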;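 note: competitive labeling of PME-1 active site by serine hydrolase directed probe; 0% = PME-1 with DMSO and 100% = wells lacking PME-1 enzyme; inhibitors block probe labeling so polarization falls and inhibition rises; many of its hits are not listed in these tables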
PAD4 inh: human PAD4 inhibitors, primary screen, biochemical, fluorescence polarization, 1536-well format; recombinant PAD4, RCA probe fluorescence polarization; inhibition, % at 6.36 µM; 330,000 compounds, 0.41% hits; AID 485272, 2010;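 active = percent inhibition above a cutoff equal to the mean of all tested compounds plus 3 SD, cut at about 15% in these data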;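 note: 0% = PAD4 with RCA probe and DMSO and 100% = probe without PAD4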
PAFAH1B3 inh: PAFAH1B3 enzyme inhibitors, primary screen, biochemical, fluorescence polarization, human; Platelet-activating factor acetylhydrolase IB subunit alpha1 (Homo sapiens), Q15102; 340,000 compounds, 0.28% hits; recombinant PAFAH1B3, FP-rhodamine probe; inhibition, % at 3.39 µM; AID 492972, 2010;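 active = inhibition above the screen-wide average of all tested compounds plus 3 SD, cut at about 25% in these data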;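 note: 0% = enzyme with DMSO only and 100% = wells lacking PAFAH1B3 protein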
Target sequence (Q15102 whole entry, looked up): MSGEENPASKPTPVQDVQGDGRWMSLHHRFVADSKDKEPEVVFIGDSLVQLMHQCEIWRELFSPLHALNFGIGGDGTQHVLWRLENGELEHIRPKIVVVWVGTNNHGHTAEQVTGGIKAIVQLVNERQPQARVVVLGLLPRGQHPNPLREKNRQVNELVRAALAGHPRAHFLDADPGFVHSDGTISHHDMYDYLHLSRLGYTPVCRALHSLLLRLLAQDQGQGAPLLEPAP
LYPLA1 counter: LYPLA1 inhibitors, primary screen, counter-screen for PME1 inhibitor project, biochemical, fluorescence polarization, FP-Rh probe ABPP; Acyl-protein thioesterase 1 (Homo sapiens), O75608; recombinant LYPLA1; inhibition, % at 5.9 µM; 320,000 compounds, 0.16% hits; AID 2174, 2009;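 active = inhibition above the mean of all tested compounds plus 3 SD, set per campaign, cut at about 14% in these data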;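 note: inhibitors block serine hydrolase probe labeling of LYPLA1 so polarization falls; 0% = enzyme with DMSO and 100% = wells lacking LYPLA1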
pPAFAH inh: pPAFAH enzyme inhibitors, primary screen, biochemical, fluorescence polarization, human; Platelet-activating factor acetylhydrolase (Homo sapiens), Q13093; 330,000 compounds, 1.5% hits; recombinant pPAFAH, FP-rhodamine probe fluorescence polarization; inhibition, % at 3.39 µM;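 active = inhibition above the mean inhibition across the screen plus 3 SD, cut at about 25% in these data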;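 note: inhibitors block binding of the rhodamine activity-based probe so polarization drops; 0% = enzyme with DMSO and 100% = wells lacking pPAFAH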
Target sequence (Q13093 whole entry, looked up): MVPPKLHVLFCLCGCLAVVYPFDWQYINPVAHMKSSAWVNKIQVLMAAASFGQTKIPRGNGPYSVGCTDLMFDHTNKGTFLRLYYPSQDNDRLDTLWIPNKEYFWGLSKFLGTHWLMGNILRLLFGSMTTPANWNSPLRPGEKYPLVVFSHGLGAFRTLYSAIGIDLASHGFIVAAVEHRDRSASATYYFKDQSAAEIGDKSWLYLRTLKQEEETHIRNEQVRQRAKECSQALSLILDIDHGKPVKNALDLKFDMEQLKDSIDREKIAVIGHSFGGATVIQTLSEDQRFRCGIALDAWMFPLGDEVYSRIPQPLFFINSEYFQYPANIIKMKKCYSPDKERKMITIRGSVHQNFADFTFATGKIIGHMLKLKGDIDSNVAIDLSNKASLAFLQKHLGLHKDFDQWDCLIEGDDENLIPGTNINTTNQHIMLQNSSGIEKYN
LYPLA2 inh: LYPLA2 inhibitors, primary screen, counter-screen for PME1 inhibitor project, biochemical, fluorescence polarization, FP-Rh probe ABPP | 320,000 compounds, 0.38% hits | recombinant LYPLA2 | Acyl-protein thioesterase 2 (Homo sapiens), O95372 | inhibition, % at 5.9 µM | AID 2177, 2009;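 active = inhibition above the screen-wide mean plus 3 SD, limit set per campaign, cut at about 26% in these data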;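 note: 0% = LYPLA2 with DMSO and 100% = wells lacking LYPLA2 enzyme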
Target sequence (O95372 whole entry, looked up): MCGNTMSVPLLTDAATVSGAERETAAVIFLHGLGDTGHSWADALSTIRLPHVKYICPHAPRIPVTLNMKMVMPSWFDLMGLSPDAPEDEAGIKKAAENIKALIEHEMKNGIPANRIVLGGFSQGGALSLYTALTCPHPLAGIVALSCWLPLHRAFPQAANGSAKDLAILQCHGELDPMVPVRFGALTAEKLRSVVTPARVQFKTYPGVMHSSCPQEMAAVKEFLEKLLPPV
PAFAH1B2 FP inh: PAFAH1B2 enzyme inhibitors, primary screen, biochemical, fluorescence polarization, human; AID 492953, 2010; 340,000 compounds, 1.2% hits; inhibition, % at 3.39 µM; recombinant PAFAH1B2, FP-rhodamine activity probe;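 active = inhibition above the mean of all tested compounds plus 3 SD, cut at about 24% in these data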;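 note: 0% = enzyme with DMSO and 100% = wells lacking PAFAH1B2; many of its hits are not listed in these tables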
PREPL inhibitor: PREPL enzyme inhibitors, primary screen, biochemical, fluorescence polarization. AID 2751, 2010. 320,000 compounds, 0.68% hits. inhibition, % at 5.96 µM. recombinant PREPL, fluorescence polarization activity-based probe; in the data active = inhibition above about 43%;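 note: 0% = enzyme with DMSO and 100% = wells lacking enzyme; many of its hits are not listed in these tables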
GSTO1 counter: inhibitors of recombinant GSTO1, primary screen, counter-screen for RBBP9 inhibitor project, biochemical, fluorescence polarization | activity-based probe fluorescence polarization | 300,000 compounds, 1.1% hits | AID 1974, 2009 | inhibition, % at 5.96 µM | Glutathione S-transferase omega-1 (Homo sapiens), P78417;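 active = inhibition above the campaign mean inhibition plus 3 SD, cut at about 35% in these data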;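 note: 0% = GSTO1-1 with DMSO and 100% = wells lacking GSTO1-1 enzyme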
Starred values were filed as active, the others as inactive; . = no result given. This is a subset, so the mix of outcomes need not match the whole.

Structure,PAFAH1B3 inh,PAFAH1B2 FP inh,PREPL inhibitor,pPAFAH inh,GSTO1 counter,PAD4 inh,LYPLA1 counter,PME-1 inh,LYPLA2 inh
COCCNC(=O)C(c1ccc(C)o1)N(CC1CCCO1)C(=O)Cn1nnc2ccccc21 (configuration not stated),13,5,4,-2,3,9,-1,-3,-2
Cc1oc(-c2ccccc2F)nc1CS(=O)(=O)CC(=O)N1CCOCC1,-1,-1,-6,7,-1,6,-1,-6,-1
Cc1ccc(N2C(=O)CCC2(C(N)=O)c2ccccc2)cc1 (configuration not stated),2,5,0,0,0,4,3,-5,2
CC1(C)S/C(=N/N=C/c2ccco2)NC1=O,3,-1,11,-4,-5,-1,0,-3,-14
COc1cc(-c2cc(C(=O)Nc3ccc(S(N)(=O)=O)cc3)c3ccccc3n2)cc(OC)c1OC,-2,-2,7,-4,-29,-3,-12,-24,-17
C=CCn1c(SCC(=O)Nc2sccc2C(N)=O)nc2sc(C)c(C)c2c1=O,5,-1,-29,7,8,-7,-7,-7,-7
COC(=O)[C@@]1(Cc2ccccc2)[C@H]2C(=O)N(Cc3ccccc3)C(=O)[C@H]2[C@H]2CN=C(SC)N21,6,2,.,2,.,-2,.,.,.
Cc1ccc(-n2nnnc2-c2ccccc2)cc1,-2,10,0,2,-3,5,-3,3,-1
CSc1oc(-c2ccccc2)nc1S(=O)(=O)c1ccc(C)cc1,14,2,1,-2,10,-1,-3,-3,-5
CCCn1c(N)c(N2CCCCC2)c(=O)n(CC(=O)Nc2ccccc2C(F)(F)F)c1=O,3,5,7,-2,.,-1,.,.,.
CCOc1ccc(S(=O)(=O)N(C)C)cc1-c1nc2c(C(C)(C)C)nn(C)c2c(=O)[nH]1,6,-2,-1,-2,-2,-3,-4,0,-3
CCCn1nnnc1NCc1cccc(Cl)c1,10,2,20,1,-3,2,3,2,2
CN(CCCn1c(=S)[nH]c2ncccc2c1=O)Cc1ccccc1,12,1,-7,-2,-7,-13,1,-4,-2
O=C(Nc1ccccc1-c1nnn(CC(=O)N2CCCc3ccccc32)n1)c1ccco1,-9,1,-19,-2,2,-3,-13,-10,-18
COCC(C)N1CCC(Oc2ccc(C(=O)N3CCCC3)cc2)CC1 (configuration not stated),-3,10,-6,-1,2,-1,1,2,4
CN1CCN(C(=O)/C(=C\c2ccccc2)c2ccccc2)CC1,2,1,-2,4,-8,1,1,-4,5
COc1cc(-c2ccc3oc(-c4cccc(C)c4)c(C#CC4(O)CCCCC4)c3c2)cc(OC)c1OC,-7,-3,13,27*,.,1,.,.,.
CCCOCC(O)CC(CC)C(=O)NNC(=S)Nc1ccccc1 (configuration not stated),9,3,2,1,2,-2,0,-2,9
Brc1ccccc1C1Nc2cccc3cccc(c23)N1,3,2,17,16,20,-8,-3,8,3
O=C(NC(=S)N1CCN(c2ccc(C(F)(F)F)cc2[N+](=O)[O-])CC1)c1cccs1,-3,2,4,34*,6,0,-1,-5,36*

Next part
Structure,PAFAH1B3 inh,PAFAH1B2 FP inh,PREPL inhibitor,pPAFAH inh,GSTO1 counter,PAD4 inh,LYPLA1 counter,PME-1 inh,LYPLA2 inh
CCC(=O)N1CCc2cc(S(=O)(=O)N3CCN(c4ccccc4)CC3)ccc21,4,1,-13,13,-3,-2,0,-4,6
CCOc1ccc2c(c1)nc(SCC(=O)c1ccc(Br)s1)n2C,8,4,12,7,10,-5,-4,1,-2
COc1ccc(CNC(=O)CSc2ncnc3nc[nH]c23)cc1,6,1,-4,3,-3,-1,0,6,0
O=C(Nc1ncccn1)c1cccc(Cl)c1,.,.,-12,-3,7,-1,-4,-4,-2
CCS(=O)(=O)c1ccc(O)c(NC(=O)NC2CCCCC2)c1,0,8,1,10,4,4,3,1,7
CCN(CC)P(=O)(Nc1ccccc1Br)c1ccc(N(C)C)cc1NC(=O)c1ccco1 (configuration not stated),0,4,20,6,0,-2,2,5,7
Cn1cnnc1Sc1ccc(C(=O)NCCC(c2ccccc2)c2ccccc2)cc1[N+](=O)[O-],5,9,14,9,2,-5,1,5,11
Cc1cc(C(=O)N2CCN(c3ncccc3C#N)CC2)no1,9,-1,0,-1,13,3,-1,0,2
CCCCc1ccc(NC(=O)C(=O)NCCN2CCN(Cc3ccc([N+](=O)[O-])cc3)CC2)cc1,1,1,10,4,5,-7,-4,-7,-4
CCn1c(=O)n(CCOC)c(=O)c2c3c(sc21)CCCC3,5,4,3,5,2,1,4,8,6
Cc1nn(CC(=O)NCCCN2C(C)CCCC2C)c(=O)c2cc3occc3n12 (configuration not stated),6,4,-2,4,-2,-5,0,-4,-1
O=C(O)c1cc(-c2ccccc2)c(N2CCOCC2)s1,-6,16,-4,-4,5,0,0,-4,0
Cc1ccc(NC(=S)N(CCN(C)C)C(C)c2ccco2)cc1Cl (configuration not stated),9,3,-12,0,8,4,-4,4,-5
CN(C)c1ccc(N2CC(C)(C)C2=O)cc1,5,2,3,1,8,-4,-1,-6,-3
O=C(CSc1n[nH]c(-c2ccc(S(=O)(=O)NC3CCCCC3)cc2)n1)N1CCCC1,10,13,9,28*,-11,6,-1,1,4
O=C(NCc1ccc2c(c1)OCO2)C1CC(c2ccc(Cl)cc2)=NO1 (configuration not stated),1,1,-7,-1,10,-4,-1,3,-5
Cc1ccc(-c2nn(CC(=O)Nc3ccc4c(c3)nc3n4CCOC3)c(=O)c3ccccc23)cc1,2,4,3,12,0,-5,-6,-10,-8
CC[C@]12c3[nH]c4cc(-c5ccco5)ccc4c3CCN1C(=O)[C@@H](CC(=O)NCCCOC)C[C@@H]2C(=O)N1CCN(C(=O)c2ccco2)CC1,6,7,.,15,.,2,.,.,.
N#CCCN(C(=O)COC(=O)CCNS(=O)(=O)c1ccccc1)c1ccccc1,6,0,16,2,.,1,4,5,5
O=C(O)CSc1nc2ccc(Cl)cc2[nH]1,-3,6,11,1,-7,-1,-1,-1,-3

Other compounds follow.
Structure,PAFAH1B3 inh,PAFAH1B2 FP inh,PREPL inhibitor,pPAFAH inh,GSTO1 counter,PAD4 inh,LYPLA1 counter,PME-1 inh,LYPLA2 inh
O=C(CSc1ccc2nnc(-c3ccccn3)n2n1)Nc1ccc2c(c1)OCO2,-10,-6,-14,1,-6,-1,0,7,-1
Cc1ccc(-n2nc3ccc(NC(=O)c4ccco4)cc3n2)cc1,-8,-5,-1,0,-11,-5,-11,-21,-14
Cc1nn(-c2ccccc2)nc1CNS(C)(=O)=O,-1,5,-10,1,2,5,-1,-4,0
O=C(NCC(=O)N(c1cccc(F)c1)C(C(=O)NCC1CCCO1)c1ccccc1)c1ccco1 (configuration not stated),4,5,13,2,0,-3,1,0,7
O=C(NCC(O)c1ccc([N+](=O)[O-])cc1)C1=COCCO1 (configuration not stated),1,4,10,3,.,2,.,.,.
CCC(C)NS(=O)(=O)c1ccc(NC(=O)C(Sc2ccccc2)c2ccccc2)cc1 (configuration not stated),-45,-26,-15,-24,-27,1,-15,-72,-66
CCOC(=O)C1=C(C)NC(=O)NC1c1cccs1 (configuration not stated),3,2,-4,0,0,-4,-3,0,-3
Cc1occc1C(=O)Nc1ccc2c(c1)CCC2,-4,1,-5,-3,0,1,4,0,10
CCC(C)NC(=O)Cn1cnc([N+](=O)[O-])c1 (configuration not stated),3,4,10,-1,-1,0,2,0,4
CCC(c1nnc(SCc2nc3ccccc3s2)n1Cc1ccccc1)N(C)C (configuration not stated),9,2,34,5,3,-4,-2,-6,-4
O=C(NC(=S)Nc1ccc(CN2CCOCC2)cc1)c1ccc([N+](=O)[O-])cc1Cl,7,5,7,0,-2,-2,2,6,10
Fc1cccc(Cl)c1-c1nnc2ccc(C(F)(F)F)cn12,1,-4,6,5,4,-2,4,-6,6
COc1cccc(S(=O)(=O)NCC(=O)N2CCCC2)c1,9,-1,17,-3,7,-1,1,-5,-7
COc1ccc(CCN(C(=O)c2cccc(F)c2)C2CC(=O)N(c3ccc(OC)cc3)C2=O)cc1 (configuration not stated),5,0,-4,3,6,-3,-1,2,-1
O=C(Nc1ccccc1F)c1ccc(S(=O)(=O)NCC2CCCO2)cc1 (configuration not stated),8,2,8,1,-1,0,0,7,0
O=C(CSc1ccc(-c2cccnc2)nn1)Nc1ccccc1C(F)(F)F,2,9,-4,-1,3,-2,0,4,-3
COc1ccc(N2CC(C(=O)Nc3ccc(S(=O)(=O)N4CCCC4)cc3)CC2=O)cc1 (configuration not stated),-3,-3,24,8,9,-1,4,4,11
Cc1ccc(N(C(=O)Cc2cccs2)C(C(=O)NCC2CCCO2)c2ccncc2)cc1 (configuration not stated),6,0,10,7,3,-1,1,1,11
COc1ccc(NC(=O)Cc2nnc(SCC(=O)Nc3nccs3)n2C)cc1,-5,0,-8,2,3,-1,1,0,0
CCCCC[n+]1ccn(C2=C([O-])c3ccccc3C(=O)/C2=N\S(=O)(=O)c2ccc(Cl)cc2)c1,7,4,15,3,66*,-4,-1,-2,1

The listing continues.
Structure,PAFAH1B3 inh,PAFAH1B2 FP inh,PREPL inhibitor,pPAFAH inh,GSTO1 counter,PAD4 inh,LYPLA1 counter,PME-1 inh,LYPLA2 inh
O=S(=O)(Nc1ncccn1)c1ccc(NC(=S)NCCc2ccccc2)cc1,9,5,0,-4,-9,-1,2,2,5
CCCn1c(C(C)Nc2nc(C)cs2)nc2cc(Cl)c(Cl)cc21 (configuration not stated),10,7,-31,6,-4,0,0,3,-68
CCc1ccc(CN2CCC(n3nccc3NC(=O)C3CCCC3)CC2)cc1,3,-2,9,2,2,-1,7,-6,12
COc1ccc(C#Cc2c(-c3ccccc3)n(C)c3ccccc23)cc1,11,7,18,2,.,2,.,.,.
CN(C)c1ccc(C2CC(=O)NC3=C2C(=O)CC(C)(C)C3)cc1 (configuration not stated),1,-5,6,4,5,2,3,4,2
COc1ccccc1CN1CC(C(=O)NCc2cccc(C)n2)CCC1=O (configuration not stated),8,4,10,3,1,-4,4,7,4
CC(=O)Nc1c2c(nn1-c1ccccc1C)CSC2,2,8,-1,8,7,-1,3,-3,-2
CCc1cc2c(nc1CC)CCN(CC/C(C)=N/O[C@@H](C)c1cc(-c3c(C)cc(C)cc3C)no1)C2,.,.,-10,6,0,1,2,0,0
O=S(=O)(c1ccccc1S(=O)(=O)N1CCCCC1)N1CCCCC1,1,1,-5,-3,-1,1,-2,3,0
CN(c1ccc(OCC(=O)Nc2cc(Cl)ccc2C(=O)O)cc1)S(=O)(=O)c1ccc(F)cc1,-5,-3,-8,4,.,-6,.,.,.
Cc1ccnc(NS(=O)(=O)c2ccc(NC(=O)c3snnc3C)cc2)n1,3,-4,13,2,0,-7,-1,-5,6
COc1cccc(CNC(=O)CN(c2ccc(C(C)C)cc2)S(=O)(=O)c2c(C)noc2C)c1,-3,-1,-3,1,-4,2,2,4,9
CC(CC(=O)Nc1cccc(Cl)c1)c1ccccc1 (configuration not stated),11,4,-11,8,7,1,-5,-2,10
